# mcGAS MS inh – inhibitors of mouse cGAS; inhibition, % at 12.5 µM; 130,000 tested, 0.18% active; recombinant mouse cGAS, cGAMP by RapidFire MS; AID 1259397;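 active = inhibition of cGAS enzyme activity at or above 60%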;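 also: enzyme stimulated by 45 bp dsDNA with ATP and GTP substrates; cGAMP share of summed cGAMP plus half ATP and half GTP signals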
# Target sequence (Q8C6L5 whole entry, looked up): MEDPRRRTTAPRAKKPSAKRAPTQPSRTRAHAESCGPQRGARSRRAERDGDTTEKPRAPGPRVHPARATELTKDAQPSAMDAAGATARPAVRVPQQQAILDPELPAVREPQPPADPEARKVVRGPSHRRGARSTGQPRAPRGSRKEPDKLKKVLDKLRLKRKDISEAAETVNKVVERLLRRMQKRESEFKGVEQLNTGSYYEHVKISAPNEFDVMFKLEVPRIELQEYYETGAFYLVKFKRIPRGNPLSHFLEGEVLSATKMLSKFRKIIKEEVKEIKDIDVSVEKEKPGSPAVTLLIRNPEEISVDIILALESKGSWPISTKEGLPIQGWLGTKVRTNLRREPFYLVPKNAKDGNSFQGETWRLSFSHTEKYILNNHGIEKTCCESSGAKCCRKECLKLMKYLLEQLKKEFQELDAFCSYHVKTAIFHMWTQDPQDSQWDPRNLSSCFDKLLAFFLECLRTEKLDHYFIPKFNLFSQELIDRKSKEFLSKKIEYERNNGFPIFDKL
# The depositor's hits bear a star; & = joins results of further samples. An excerpt, so the mix of outcomes need not match the whole.
SMILES,mcGAS MS inh
Cc1ccc(C(C)NC(=O)CN(C)CCc2cn[nH]c2)cc1 (centres undefined),-6.5
CN=c1scc(-c2ccc(Cl)s2)n1N=Cc1ccc2c(c1)OCO2,-3.0
Cc1ccc(NC2CCCN(C(=O)c3cccs3)C2)cc1C (centres undefined),0.5
CCN(CC)CC(O)COC1CCC(C(C)(C)C)CC1 (centres undefined),-11.5
Cc1ccc(COc2coc(CSc3nncn3C)cc2=O)cc1,-10.8
O=C1NCCN(S(=O)(=O)NCc2ccccc2)C1Cc1ccccc1 (centres undefined),-17.8
Cc1ccc(OCC2c3ccsc3CCN2C(=O)CNC(C)(C)C)c(C)c1 (centres undefined),-8.8
CC1CCCN(C(=O)NCc2cn3c(n2)CCCC3)C1 (centres undefined),-11.2
CSc1nc2c(cnn2Cc2ccccc2)c(=O)[nH]1,-5.5
Cc1ccn(CC(=O)N2CC[C@@H](N3CCN(c4ccccc4F)CC3)[C@H](O)C2)n1,-11.4
CCOc1ccc(C)cc1S(=O)(=O)Nc1cc(C)cc(C)c1,2.5
NC(=O)C1CCCN(Cc2cccc(CNC(=O)C3CCCO3)c2)C1 (centres undefined),-9.6
COC(=O)Cn1nc(C(C)C)c2cnn(-c3ccccc3)c2c1=O,-8.7
Cc1cccc(C(=O)N2CCCC(N3CCN(c4cccc(Cl)c4)CC3)C2)n1 (centres undefined),-0.9
OC1(c2ccccc2)C2C3C4C5C(C2C35Br)C41Br (centres undefined),-6.1
CN(CCNC1CCSC1)S(C)(=O)=O (centres undefined),-37.7
CCn1c(C)csc1=Nc1ccc(N=Nc2ccccc2)cc1,-12.1
CCc1ccccc1N1CCN(C(=O)c2ccc(N3C(=O)C4CCCCC4C3=O)cc2)CC1 (centres undefined),-13.6
Oc1ccccc1-c1cc(C(F)(F)F)on1,-5.0
CC(Cn1cccn1)NC(=O)CCNC(=O)c1ccc(F)cc1 (centres undefined),-6.7
O=C(NCC1(N2CCCCC2)CCOCC1)c1cccc(Cl)c1,-2.0
CC(=O)NCc1cccc(-c2ccc(O)cc2)c1,-8.7
CC(C)C(NS(=O)(=O)c1ccc(Cl)cc1)C(=O)NCCCN1CCOCC1 (centres undefined),-3.2
CCC1CCCCN1C(=O)C(C)N(C)CC(=O)Nc1c(C)cccc1C (centres undefined),-13.7
CC1(C)C(=O)Nc2ccccc2N1C(=O)COc1ccccc1C#N,-6.5
Nc1cc(N)nc(SCC(=O)c2cc3c4c(c2)CC(=O)N4CCC3)n1,-6.3
CC(=O)c1ccc(Br)s1,-8.2
O=C(Cn1cnc(-c2ccccc2)cc1=O)N(Cc1ccccc1)c1ccccc1,-3.8
CN(C)CC(C)(C)CNC(=O)[C@H]1CSC(c2ccccc2)N1 (some centres undefined),-2.6
O=C1COCc2ccc(-c3ccc4ccccc4c3)cc2N1CCN1CCOCC1,5.7
CCOC(=O)c1c(NC(=O)Cc2ccc(Cl)cc2)sc(C(=O)Nc2ccccc2OC)c1C,-8.1
CCCOC(=O)CN1C(=O)c2c(Cl)c(Cl)c(Cl)c(Cl)c2C1=O,-5.9
COc1cccc(C(C)(O)c2nc(-c3cnn(C)c3)cs2)c1 (centres undefined),6.1
O=C(NCCc1ccccc1Cl)C1CCC(=O)N(CCCc2ccccc2)C1 (centres undefined),-2.2
Cc1ncc(C#N)c(C)c1Cl,-3.6
O=c1c(Cl)c(N2CCCC2)cnn1-c1ccccc1,-5.3
COc1ccc2c(c1)OC(C)(C)CC2NC(=O)Cn1nc(C)cc1N (centres undefined),1.7
Cc1[nH]cnc1CN(C)C(C)C(=O)N(C)C (centres undefined),-14.4
NC(=O)COc1ccccc1C=Nc1ccc(Br)cc1,-4.4
COc1cc(C)c(Br)cc1S(=O)(=O)NCc1ccc2c(c1)OCO2,5.3
Cc1ccc2c(c1)NC(C)c1ccccc1O2 (centres undefined),-2.4
Cc1cc(C)nc(SCCn2c(N(C)Cc3ccccc3)nc3c2c(=O)n(C)c(=O)n3C)n1,1.1
CC1(C)Cc2c(c(N3CCOCC3)nc3snc(N)c23)CO1,-13.9
CC(=O)CSc1nc2sc(C)c(C)c2c(=O)n1C1CCCCC1,-12.0
COCCN(CC1CCCN(C2Cc3ccccc3C2)C1)C(=O)/C=C/c1ccc(OC)cc1 (centres undefined),-6.8

# As entered above.
# `COc1ccc2c(c1)OC(C)(C)CC2NC(=O)Cn1nc(C)cc1N` (centres undefined) in mcGAS MS inh is listed with 1.7
# `NC(=O)COc1ccccc1C=Nc1ccc(Br)cc1` in mcGAS MS inh is listed with -4.4
# `Cc1ncc(C#N)c(C)c1Cl` in mcGAS MS inh is listed with -3.6
# `COc1cc(C)c(Br)cc1S(=O)(=O)NCc1ccc2c(c1)OCO2` in mcGAS MS inh is listed with 5.3
# `CCCOC(=O)CN1C(=O)c2c(Cl)c(Cl)c(Cl)c(Cl)c2C1=O` in mcGAS MS inh is listed with -5.9
# `COc1cccc(C(C)(O)c2nc(-c3cnn(C)c3)cs2)c1` (centres undefined) in mcGAS MS inh is listed with 6.1
# `Cc1[nH]cnc1CN(C)C(C)C(=O)N(C)C` (centres undefined) in mcGAS MS inh is listed with -14.4

# Next section
SMILES,mcGAS MS inh
CCOC(=O)C1CCCCN1C(=O)C1OC(c2ccncc2)=NN1C(C)=O (centres undefined),-9.6
CCCCCC1=CCCC1=NNC(=O)C(N)=O,-9.2
CC1CN(c2ccc(C#N)cn2)CC(c2ccsc2)O1 (centres undefined),-4.4
Cc1ccccc1CN1CCN(c2ncc(C(=O)Nc3ccccc3)s2)C1=O,-7.4
Cc1ccc2c(c1)C(=C(C#N)C#N)C=C(c1ccc3c(c1)OCCCO3)O2,12.1
O=c1oc2cc(Br)c(O)cc2c2c1NCCC2,-5.3
Cc1cccc(CN2CCN(c3ccc4c(c3)OCO4)C(=O)C2C)c1 (centres undefined),-3.2
N#CC(=Cc1ccc(O)cc1)S(=O)(=O)c1ccc(Br)cc1,-5.6
CCC(C(=O)OCC(=O)Nc1ccc(C)c(Cl)c1)c1ccccc1 (centres undefined),0.1
CCN(CC)S(=O)(=O)NCC(C)(CC)N1CCOCC1 (centres undefined),-5.3
Cc1cnc(C(=O)N(C)CCCc2cc(-c3cccc(F)c3)n[nH]2)cn1,-23.8
CCN(Cc1ccc(Cl)s1)C(=O)c1ccc(OC)cc1O,-10.6
C=CCN=C1SCC(=O)N1S(=O)(=O)c1ccccc1,2.9
CCn1c(C(=O)N(CC(C)O)C(C)C)cc2ccccc21 (centres undefined),-9.6
O=[N+]([O-])c1cc(S(=O)(=O)N2CCCC2)ccc1NN=C1CCCCC1,-12.6
Cc1ccc2nc(-c3ccc(F)cc3)cn2c1,-14.6
C/C=C(\C)CN(C)Cc1nc2ccc(C)cc2[nH]1,-38.1
CC(C)NC(=O)Nc1ccc(CNC(=O)c2csc3c2CCCC3)cc1,-27.0
C=C(C)Cn1c(N2CCC(Cc3ccccc3)CC2)nc2c1c(=O)[nH]c(=O)n2C,0.8
O=C(OCCCC(F)(F)C(F)(F)F)c1cccc([N+](=O)[O-])c1,-6.4
COCC(C)NC(=O)c1occc1CS(=O)(=O)c1ccccc1 (centres undefined),-4.7
CCCc1c(OCC(O)COc2ccc3c(=O)cc(C(=O)O)oc3c2CCC)ccc(C(C)=O)c1O (centres undefined),-5.8
O=C(NC1CC(=O)N(Cc2ccccc2Cl)C1)C1CCC1 (centres undefined),8.3
CCN(C(=O)Cc1cccc2cccnc12)C1CCS(=O)(=O)C1 (centres undefined),-8.6
CCCOc1cc(N)ccc1C(=O)OCCN(CC)CC,-3.1&2.4
CC(c1ccc(-c2ccc(C(=O)O)c(Cl)c2)cc1)N1CCCCC1 (centres undefined),-44.0
COCc1nn2c(nnc3c(=O)n(C(C)C)ccc32)c1-c1ccc(F)cc1,-10.1
O=C(NCc1csc(-c2cnccn2)n1)c1cccc2c1NCCC2,-2.8
O=C(NC1CCN(c2ccccc2C(=O)N2CCN(c3ccccc3Cl)CC2)CC1)c1cccs1,-0.3
Oc1ccc(Nc2nc3nonc3nc2Nc2ccc(O)cc2)cc1,-10.9

# An excerpt from above in order of number of heavy atoms, ascending.
SMILES,mcGAS MS inh
Cc1ccc2nc(-c3ccc(F)cc3)cn2c1,-14.6
O=C(NC1CC(=O)N(Cc2ccccc2Cl)C1)C1CCC1 (centres undefined),8.3
COCC(C)NC(=O)c1occc1CS(=O)(=O)c1ccccc1 (centres undefined),-4.7
CC(c1ccc(-c2ccc(C(=O)O)c(Cl)c2)cc1)N1CCCCC1 (centres undefined),-44.0

# Remaining list, next part.
SMILES,mcGAS MS inh
CC(=O)Nc1cccc(C(C)NS(=O)(=O)N2CC(C)CC(C)C2)c1 (centres undefined),10.8
Cc1nn(C)c(Cl)c1S(=O)(=O)N1CC[C@@H]2CC[C@H](C1)N2C,-24.2
CN(Cc1ccccc1)S(=O)(=O)c1ccc(N2C(=O)c3ccccc3C2=O)cc1,-6.7
CC(c1nc2ccccc2n1C(F)F)N(C)CCN1CCOCC1 (centres undefined),-15.1
COc1ccc(CSc2nncn2C2CC2)c(Br)c1OC,7.6
COCCN(Cc1nc(-c2cc(F)cc(F)c2)oc1C)C(C)C,-11.9&8.7
CC(C)c1ccccc1NS(=O)(=O)c1cccs1,-3.3
CCCc1cc(NCCN(C)C)n2c(nc3ccccc32)c1C#N,0.0
CCCCc1nc2cc(C(=O)NCCSc3nncn3C)ccc2o1,-12.1
CCS(=O)(=O)N1CCC(C(=O)Nc2ccc(Br)cc2Cl)CC1,9.3
CC(C)n1nc(C(=O)N(C)c2ncccc2F)c2ccccc2c1=O,-2.8
C/C(=N/NC(=O)CN1CCOCC1)c1ccc([N+](=O)[O-])cc1,-10.8
O=C(c1ccccc1)N1CCC(NCCOc2ccccc2F)CC1,-10.0
CNC(=O)Cn1nc(C)c2cnn(-c3ccccc3)c2c1=O,-5.5
CCOC(=O)C1(Cc2cccc(F)c2)CCN(C(=O)C2CCC2)CC1,-2.9
Cc1ccc(C(=O)NCc2ccco2)cc1S(=O)(=O)N1CCOCC1,-3.4
CCN1CCN(c2nc3c(c(=O)n(C)c(=O)n3C)n2CCSc2nccc(C)n2)CC1,7.4
O=C(CC1CCCC1)Nn1cnc2c(cnn2-c2ccc(F)cc2)c1=O,-8.1
COCCOCCS(=O)(=O)Nc1ccccc1C(C)C,-6.5
O=C(O)CCn1[nH]c(=O)ccc1=O,0.5
O=C(Nc1ccccc1F)C1C2CC/C=C\CC/C=C/CCC21 (centres undefined),-6.2
CNC(=O)c1cc(-c2cccc(C(C)OC)c2)ccc1Cl (centres undefined),-24.0
O=C(NCc1ccnc2ccccc12)C1CCOc2ccccc21 (centres undefined),-23.4
CC(C)Sc1n[nH]c(NS(=O)(=O)c2cccc(F)c2)n1,-24.8
FC(F)(F)c1ccccc1CSc1nccn1C1CC1,-6.3
CCN(Cc1ccc(F)cc1)C(=O)CS(C)(=O)=O,-14.7
COc1ccccc1CNC(=O)NC(c1ccccc1)c1nc(C)no1 (centres undefined),10.0
COc1ccc(CN2CCN(Cc3ccccc3-c3ccco3)CC2CCO)c(F)c1 (centres undefined),-1.9
O=C(/C=C/c1cccc(C(F)(F)F)c1)N1CCN(C(=O)c2ccco2)CC1,1.3
COCCNCc1ccc(-c2ccc(F)cc2)o1,-8.1

# Molecules shown so far with a CF3 group, in the order listed:
SMILES,mcGAS MS inh
Oc1ccccc1-c1cc(C(F)(F)F)on1,-5.0
O=C(OCCCC(F)(F)C(F)(F)F)c1cccc([N+](=O)[O-])c1,-6.4
FC(F)(F)c1ccccc1CSc1nccn1C1CC1,-6.3
O=C(/C=C/c1cccc(C(F)(F)F)c1)N1CCN(C(=O)c2ccco2)CC1,1.3

# Other results
SMILES,mcGAS MS inh
CCCCN1CCC(NC(=O)CNC(=O)Nc2cccc(C)c2)CC1,-11.4
COc1ncccc1C(=O)N(C1CCCC1)C1CCS(=O)(=O)C1 (centres undefined),-3.3
CCCN(Cc1ccccc1OC)C(=O)CC1CNCCO1 (centres undefined),-34.9
Cn1cc(COC(=O)c2cc(C3CC3)nn2C(C)(C)C)cn1,-5.0
CC1CCC(NC(=O)C(C)n2ncn3cccc3c2=O)CC1 (centres undefined),-6.5
CCN1CCCC1CN(CC1CCN(CCOC)CC1)C(=O)C1CCOCC1 (centres undefined),-7.5
CCCc1cnc(N2CCC3(CCC(=O)N(C)CC3)CC2)nc1,-9.1
O=C1NCCN(Cc2cccc3ccccc23)C1CC(=O)N1CCN(c2cnccn2)CC1 (centres undefined),-7.4
Cc1cc(OC(CCN2CCN(C)CC2)c2ccccc2)ccc1Cl (centres undefined),-14.0
Cc1noc(C)c1S(=O)(=O)N(C)C(C)c1cc2ccccc2o1 (centres undefined),-13.2
O=C1CCC(C(=O)N2CCC(c3ccncc3)CC2)CN1CC1CCCCC1 (centres undefined),-4.0
Cc1[nH]nc(C(=O)N(C)CC2CCCCC2)c1Br,-9.9
O=C(NC(c1cccc(Cl)c1)c1ccccn1)C1=CCCCO1 (centres undefined),-4.1
CC(C)(C)c1nnc(NC(=O)NCc2cccnc2)s1,-12.1
CCOC(=O)c1nn(-c2ccc(C)cc2)c(=O)cc1N1CCN(CCO)CC1,-8.8
Cc1cncc(NC(=O)c2cccc(CN3CCCC3c3ccccn3)c2)c1 (centres undefined),-10.5
Cc1[nH]c(=O)[nH]c(=O)c1-c1ccc(-c2ccn[nH]2)cc1,-5.3
COc1cc(OC)cc(-c2ncc(Cl)cn2)c1,-14.7
CC1(C(=O)NCc2cccc3ccccc23)CCN1CCOc1ccccc1 (centres undefined),-3.7
O=c1oc2c(Br)cc(Br)cc2cc1-c1nnc(Nc2ccccc2)s1,-4.5
Cc1cc(C(=O)N(Cc2cccnc2)c2nc3c(F)cc(F)cc3s2)nn1C,-6.4
O=c1oc2cc(O)ccc2c2c1CCC2,0.3
O=C(NCC(c1cccnc1)N1CCOCC1)c1c(O)cccc1O (centres undefined),-38.8
c1ccc(-c2ncn(CCCc3cccnc3)c2-c2ccncc2)cc1,-7.6
COCCN(CCC(=O)NCc1ccc(F)cc1)C(=O)c1cc(-c2ccc(C)cc2)on1,-14.6
COc1ccc(C[C@H](N)C(=O)N[C@@H]2[C@@H](CO)OC(n3cnc4c(N(C)C)ncnc43)[C@@H]2O)cc1 (some centres undefined),-6.0&-3.4
COCCn1ccc(NCc2ccc(CO)o2)n1,-2.3
CC(C)c1ccc(C(NC(=O)Cn2cnnn2)c2cccs2)cc1 (centres undefined),6.4
OC(c1ccccc1)C(F)(F)C1(F)OC(F)(F)C(F)(F)C1(F)F (centres undefined),-11.7
O=C(CC(c1ccccc1)c1ccccc1)Nn1cn[nH]c1=S,0.5

# Assay outcomes deposited in PubChem by Fisher Drug Discovery Resource Center.
